# Assay outcomes (PubChem)
# N370S GC: inhibits or activates N370S mutant glucocerebrosidase; P04062; N370S GC spleen homogenate, 4MU-glucoside fluorescence; Potency, µM (series often up to 59.4 µM), inactives show top-dose activity change, negative = inhibition, usual class: inhibitors; hit rate 0.092% among 330,000; AID 2101;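 also: 0% = full enzyme activity and -100% = no enzyme basal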
# DT40 TDP1 CPT: growth inhibition of DT40 Tdp1-/-;hTDP1 cells with camptothecin (screen for TDP1 inhibitors). hit rate 12% among 420,000. Potency, µM (highest dose often 46.2 µM), without a hit: at the top dose activity change, negative = growth inhibition, usual class: inhibitors. chicken DT40 Tdp1-/-;hTDP1 cells + 20 nM CPT, ATP luminescence, 48 h; also: nearly all actives have a fitted effect of over 55% in size
#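 Chicken DT40 Tdp1-/- cells stably complemented with human TDP1 were seeded at 400 cells/well in medium containing 20 nM camptothecin, exposed to pin-transferred compounds, and grown at 37 °C for at least 48 hr. Viability was read as ATP luminescence.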
# FEN1 inh: human FEN1 inhibition | P39748 | Recombinant FEN1 flap cleavage, fluorescence, 15 min | Potency, µM (top dose mostly 114 µM), for inactives: at the highest dose activity change, negative = inhibition, actives largely listed as inhibitors | hit rate 0.35% among 390,000 | AID 588795; also: nearly all actives have a fitted effect of over 65% in size
# Target sequence (P39748 whole entry, looked up): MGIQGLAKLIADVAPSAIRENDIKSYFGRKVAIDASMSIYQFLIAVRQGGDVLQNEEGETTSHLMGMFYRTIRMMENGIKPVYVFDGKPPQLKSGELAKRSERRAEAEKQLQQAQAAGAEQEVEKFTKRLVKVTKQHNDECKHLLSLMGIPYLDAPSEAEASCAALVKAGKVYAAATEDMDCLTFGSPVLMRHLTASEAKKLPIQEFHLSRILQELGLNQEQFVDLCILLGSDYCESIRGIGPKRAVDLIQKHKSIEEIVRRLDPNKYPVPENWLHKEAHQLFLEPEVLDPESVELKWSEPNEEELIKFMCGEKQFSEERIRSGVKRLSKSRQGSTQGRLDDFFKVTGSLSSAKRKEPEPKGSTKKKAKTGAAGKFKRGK
#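 Read-out was taken twice, immediately and after 15 min, following addition of 50 nM substrate to 10 nM FEN1 that had sat with test compound for 15 min at room temperature. Curves came from a four-parameter Hill model.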
# Numbers without * were called inactive; u = inconclusive; x = not tested or not shown; & = joins results of further samples. Calls follow the shape of the dose curve; as a rule, active = well fitted curve in the direction sought with a large enough effect; inconclusive = small, poorly fitted or top-dose-only effect, or another doubt; inactive = no such curve, though single readings can be large; an effect the other way counts as inactive or inconclusive. Unless noted, % is scaled to controls: 0 for no effect and ±100 for the full control effect; potency is read from the fitted curve at half-maximal effect. Only part of the results is shown. The share of hits here may be higher or lower than overall.
SMILES,N370S GC,DT40 TDP1 CPT,FEN1 inh
CC(C)C(c1nnnn1Cc1ccc(F)cc1)N1CCN(C2CCCC2)CC1 (configuration not stated),7%,-3%,11%
CCN(CC)C(=O)c1c[nH]c2ccc(S(=O)(=O)Nc3cc(C)cc(C)c3)cc2c1=O,-9%,-16%,2%
Cc1ccc(NC(=O)c2nc(S(C)(=O)=O)ncc2N(Cc2ccco2)Cc2ccccc2F)c(C)c1,x,12µM*,-11%
CCOC(=O)c1cccc(NC(=O)CC(c2ccc(F)cc2)N2Cc3ccccc3C2=O)c1 (configuration not stated),x,u,-8%
CCn1cc(C(=O)NCCCN(CC(C)C)CC(C)C)c(=O)c2cc(S(=O)(=O)N3CCc4ccccc4C3)ccc21,x,8%,3%
O=C1Nc2ccccc2C1=Nc1ccc(Br)cc1,1%,-12%,0%
CC(C)(C)CC(C)(C)NCC(O)COc1ccc2c(c1)CCC2 (configuration not stated),x,u,-3%
CCCOc1ccc(CNC(=O)C(C)n2nc(C)n3c(cc4occc43)c2=O)cc1 (configuration not stated),x,-23%,0%
Cc1cccc(C)c1NC(=O)C1CCCN1S(=O)(=O)c1ccccc1 (configuration not stated),1%,-26%&-3%,8%&-11%
Nn1c(Cc2ccccc2)nc2ccccc2c1=O,x,-1%,7%
CCCCC(=O)NCCNC(=O)c1cc(OCC(F)(F)F)ccc1OCC(F)(F)F,12%,-9%,-2%
CCCCC/C=C/C1=CC(=O)C[C@H](c2ccc(OC)cc2)C1,x,-22%,u
Cc1cc(OC(C)C(=O)N(Cc2ccco2)Cc2ccccc2F)cc(C)c1Cl (configuration not stated),x,21µM*,-16%
Cc1ccc2c(c1)c1c3n2CCCNC3CCC1 (configuration not stated),13%,u,-7%
O=C(Nc1c(C(=O)N2CCN(c3ccccc3F)CC2)oc2ccccc12)c1ccc(Br)o1,x,18µM*,-23%
COc1cc2cc(CN(CCN3CCCC3)C(=O)Nc3ccccc3Cl)c(=O)[nH]c2cc1OC,0%,u,-1%
COc1ccccc1NC(=O)CSc1nc2ccccc2c(=O)n1CCNC(C)=O,0%,u,-7%
CCCCCC(=O)Nc1ccc(S(=O)(=O)Nc2ccc(Cl)nn2)cc1,6%,0%,-1%
COc1ccccc1C(=O)COC(=O)c1ccc(Cl)nc1,x,5%,-12%
CCc1ccc(NC(=O)Cn2c(=O)c(-c3ccccc3NC(C)=O)nc3ccccc32)cc1,x,-7%,-7%
Clc1ccc(-c2cc3ccccc3nc2N2CCCC2)cc1,4%,u,14%
NC(=O)CC(NC(=O)c1ccccc1)c1ccc(NCc2ccc(F)cc2)c([N+](=O)[O-])c1 (configuration not stated),10%,18µM*,6%
C=CCn1c(SCC(=O)NC2CCCC2)nnc1-c1ccncc1,3%,3%,-7%
Cc1ccccc1NC1=C(C(=O)c2ccccc2)N(C)S(=O)(=O)c2ccccc21,2%,-29%,-3%

# Part of the list above, with two lines to a compound:
# Values run as follows: N370S GC | DT40 TDP1 CPT | FEN1 inh
- COc1ccccc1C(=O)COC(=O)c1ccc(Cl)nc1
  x | 5% | -12%
- CCc1ccc(NC(=O)Cn2c(=O)c(-c3ccccc3NC(C)=O)nc3ccccc32)cc1
  x | -7% | -7%

# (list continues)
SMILES,N370S GC,DT40 TDP1 CPT,FEN1 inh
COc1ccc(Br)cc1C(=O)Nc1nc2ccc(F)cc2s1,x,-5%,-18%
CCOC(=O)c1c(NC(=O)CSc2nncs2)sc(C)c1C,10%,-13%,-3%
COc1cc(C(=O)Nc2ccc3c(c2)OCO3)ccc1-n1cnnn1,-18%,-1%,-14%
Cc1cc(Br)ccc1OCc1nc(-c2cccnc2)no1,3%,u,-16%
Cc1csc(NC(=O)CSc2nc3nc(C)cc(C)n3n2)n1,x,-6%,-2%
O=C(NNC1CC(=O)N(c2ccccc2)C1=O)c1ccc(COc2ccccc2Cl)o1 (configuration not stated),7%,-14%,19%
Cc1noc(C)c1CSc1nnc(-c2ccccc2)n1Cc1ccco1,6%,-4%,-2%
CN(C)/C=C/C(=O)c1ccc([N+](=O)[O-])c(CS(=O)(=O)c2ccc(Cl)cc2)c1,-12%,-29%,-4%
Cc1nn(CCOc2ccccc2)c(=O)n1-c1ccc(F)cc1,-22%,2%,2%
COc1ccc(NC(=O)N2CCCC(C(=O)Nc3cccc(C)c3C)C2)cc1 (configuration not stated),-2%,7%,1%
COc1ccc(-c2cc(C3C4C=CCCC4(C)C(=O)N3Cc3ccccc3)ccc2F)cc1OC (configuration not stated),7%,x,-23%
Cc1ccc(NC(=O)CC2NCCNC2=O)cc1Cl (configuration not stated),-1%,8%,-11%
COc1ccc(C(=O)CN2C(=O)c3ccccc3S2(=O)=O)cc1,13%,8%,7%
CCn1cc(CCC(=O)NCCN2CCOCC2)c2ccccc21,-4%,-4%,-5%
Cc1cc(C)cc(OC(C)C(=O)Nc2ccc3c(c2)n(C)c(=O)n3C)c1 (configuration not stated),-3%,-29%,-1%
COCCCN(C(=O)Cc1coc2cc(C)c(C)cc12)c1c(N)n(Cc2ccccc2)c(=O)[nH]c1=O,1%,-13%,-3%
Cc1cc(C(=O)N/N=C/c2cc(Br)c(Br)o2)n[nH]1,-8%,-13%,8%
Cc1ccc(NC(=O)CSc2nnc(CNC(=O)c3ccccc3F)o2)cc1Cl,-4%,-18%,11%
COc1ccccc1NC(=O)[C@@H]1CCCN1S(=O)(=O)c1ccc(Cl)cc1,x,u,-8%
COc1ccccc1CCC(=O)Oc1ccc(C#N)cc1OC,-11%,6%,-1%
Cc1ccc(CNC(=O)N2CCN(S(=O)(=O)c3ccccc3)CC2)cc1,-1%,7%,5%
CCOc1ccc(NC(=O)c2oc3ccccc3c2NC(=O)c2cc(C)cc(C)c2)cc1,x,-9%,5%
COc1ccc(-c2nc(CN(C)C(C)c3ccon3)c(C)o2)c(C)c1C (configuration not stated),1%,u,-4%
CCC1=NN(C(=O)c2ccc([N+](=O)[O-])cc2)C(O)(c2ccccc2)C1 (configuration not stated),-8%,u,-17%

# Record cards (already shown). Order of values: N370S GC, DT40 TDP1 CPT, FEN1 inh
# Listed for Cc1ccc(NC(=O)CSc2nnc(CNC(=O)c3ccccc3F)o2)cc1Cl : -4%, -18%, 11%
# Listed for Cc1cc(C(=O)N/N=C/c2cc(Br)c(Br)o2)n[nH]1 : -8%, -13%, 8%

# Further compounds
SMILES,N370S GC,DT40 TDP1 CPT,FEN1 inh
Cc1cc(NC(=S)NC(=O)C2CC2)ccc1Br,18%,u,-15%
O=C(CCC(=O)n1ncc2ccccc21)NCc1ccccc1Cl,0%,-1%,-12%
COc1ccc(CN(C)Cc2nc3cc(OC)c(OC)cc3c(=O)[nH]2)c(OC)c1,-5%,u,0%
O=C(/C=C/c1ccccc1)Nc1ccc(C(=O)N2CCCCC2)cc1,-4%,u,9%
Cc1ccc(CNC(=O)c2oc3c(c2C)-c2nn(Cc4ccc(Cl)cc4)cc2CC3)cc1,x,10µM*,4%
Cc1[nH]c2ccccc2c1/C=C/c1ccnc2ccccc12,x,5.6µM*,u
Cc1cccc(NC(=O)c2cc(NC(=O)C3CC=CCC3C(=O)O)ccc2N2CCOCC2)c1 (configuration not stated),0%,-11%,-3%
O=C(Cn1cnc2c(nnn2Cc2ccccc2F)c1=O)NCC1CCCO1 (configuration not stated),16%,14%,-5%
Cc1nc2ncnn2c(N2CCCC(C(=O)Nc3ccc4c(c3)CCC4)C2)c1C (configuration not stated),-24%,21µM*,2%
O=C(OCc1nnc(-c2ccccc2)o1)c1ccc2ccccc2n1,-10%,-20%,5%
CN1CCN(CC(=O)Nc2cc(N3CCOCC3)ccc2[N+](=O)[O-])CC1,4%,-1%,7%
COc1ccc(CCN2Cc3c(cccc3[N+](=O)[O-])C2=O)cc1OC,-1%,5%,-7%
Cc1ccc(S(=O)(=O)N2CCN(c3nc(-c4cccs4)nc4cccnc34)CC2)cc1,x,10µM*,11%
CCCCN(CC)Cc1ccc(CNC(=S)Nc2cccc(F)c2)o1,-3%,u,-1%
C=CCNC(=O)CC1C(=O)NCCN1Cc1c(F)cccc1Cl (configuration not stated),4%,-18%,8%
C=CC[C@@H](CC(=O)N(CCO)Cc1ccccc1)C(=O)N[C@@H](C)COC(=O)[C@@H](CC=C)Cc1ccc(F)cc1,x,u,9%
CSC1=C(C#N)C(c2ccncc2)C(C(=O)Nc2ccccc2)=C(C)N1 (configuration not stated),-3%,-9%,-1%
CCOc1ccc(OCCCC(=O)Nc2cc(S(=O)(=O)N3CCOCC3)ccc2N2CCOCC2)cc1,x,u,9%
CCN(Cc1ccccc1)C(=O)CSc1nc(C)cc(C)c1C#N,8%,u,u
Cc1ccc(N2CC(C(=O)NCc3nnnn3-c3ccc(C)c(C)c3)CC2=O)cc1C (configuration not stated),x,-26%,1%
CCn1c(Cc2cccs2)nnc1SCC(=O)c1ccc(C)cc1,12%,11µM*,-6%
O=C(c1ccco1)N1CCC2(CC1)CN(c1ccccn1)C2,21%,-21%,x
O=C(Nc1ccc2oc(-c3ccccc3)nc2c1)C1CCCO1 (configuration not stated),-7%,-21%,0%
CCOc1ccc(CCNC(=O)COC(=O)COc2ccc(C(=O)CC)cc2)cc1OCC,1%,8%,1%
Cc1ccc(C)c(NC(=O)C2=CCN(S(=O)(=O)c3ccc(F)cc3)CC2)c1,-2%,-3%,-1%
Cc1ccc(-n2cc(C(=O)O)c(=O)cc2C)c(C)c1,8%,5%,-6%
CCCCCCCCc1c(O)nc(-n2[nH]c(C)c(CCO)c2=O)[nH]c1=O,u,-7%,-5%
Nc1nc(N)c2cc([N+](=O)[O-])ccc2n1,x,0%,u
COc1ccc(C[C@H]2CN3C(=NC[C@@H]3Cc3ccc(O)cc3)N2CCNC(=O)c2ccc(C)c(Br)c2)cc1,-25%,13µM*,-21%
COc1ccc(S(N)(=O)=O)cc1C(=O)NNC(=O)C1COc2ccccc2O1 (configuration not stated),x,-12%,0%
CCCc1nnc(NC(=O)Cn2c(=O)oc3ccccc32)s1,4%,-9%,0%
CN(C)NC1CCS(=O)(=O)C1 (configuration not stated),3%,-15%,12%
Cc1nnc(NC(=O)C2CCN(S(=O)(=O)c3ccc(F)c(F)c3)CC2)o1,x,9%,-4%
CC12/C(=N/O)C3C4CC5C3/C(=N/O)C1C5C42 (configuration not stated),-1%,-14%,-15%
COc1cc(OC)cc(C(=O)NCCC(=O)NCCc2ccc(OC)c(OC)c2)c1,-13%,-5%,10%
Cc1ccc(C)c2[nH]c(=O)c(CCNC(=O)c3ccco3)cc12,-4%,-16%,-1%

# A second format for some results above.
structure	N370S GC	DT40 TDP1 CPT	FEN1 inh
CCCc1nnc(NC(=O)Cn2c(=O)oc3ccccc32)s1	4%	-9%	0%
CN(C)NC1CCS(=O)(=O)C1 (configuration not stated)	3%	-15%	12%
Cc1nnc(NC(=O)C2CCN(S(=O)(=O)c3ccc(F)c(F)c3)CC2)o1	x	9%	-4%
CC12/C(=N/O)C3C4CC5C3/C(=N/O)C1C5C42 (configuration not stated)	-1%	-14%	-15%
COc1cc(OC)cc(C(=O)NCCC(=O)NCCc2ccc(OC)c(OC)c2)c1	-13%	-5%	10%

# (listing goes on)
SMILES,N370S GC,DT40 TDP1 CPT,FEN1 inh
O=C(COc1cc2oc(=O)c3c(c2cc1Cl)CCCC3)N1C[C@H]2C[C@@H](C1)c1cccc(=O)n1C2,u,-6%,11%
C=CCn1c(N)c(C(=O)Nc2cccc(C)c2)c2nc3ccccc3nc21,27%,-24%,u
COc1cc(C)c(C#N)c(OC)n1,10%,-7%,-1%
CS(=O)(=O)N1CCC2(CCN(c3ccncc3)CC2)CC1,-5%,-7%,x
CCOC(=O)c1cc(-c2ccccc2)n(CCCC(=O)Nc2cccc(Cl)c2C)c1C,x,u,3%
Cc1ccc(S(=O)(=O)N(C)C)cc1NC(=O)COC(=O)C1CCCC1,2%,-10%,16%
O=C(NCc1ccccn1)c1ccc(OC2CCN(Cc3ccc(CO)o3)CC2)cc1,-11%,-8%,1%
CC(=O)c1c(C)[nH]c(C(=O)NCCN2CCC(C)CC2)c1C,-19%,-5%,-1%
CCc1ccc(OCc2ccc(C(=O)NCc3ccccn3)o2)cc1,3%,-10%,-8%
CC(=O)c1ccc(S(=O)(=O)N2CCC(c3nnc(SCCN4CCCC4)n3C)CC2)cc1,-1%,-15%,4%
COc1cc(C2CC(=O)Oc3c2c(=O)n(C)c2ccccc32)cc(OC)c1OC (configuration not stated),0%,u,-19%
CN(C)/C=N/c1nc(-c2ccc3c(c2)OCO3)cs1,0%,1%,4%
CC1(C(=O)NC2CCCCC2)Cc2ccccc2C(=O)N1Cc1ccc(Cl)cc1 (configuration not stated),x,u,-1%
CCCn1c(N)c(N(CCOC)C(=O)c2ccc(F)cc2F)c(=O)[nH]c1=O,-2%,-6%,5%
Cc1ccc(NC(=O)c2ccc(S(=O)(=O)N3CCCCCC3)cc2)nc1,-8%,-28%,4%
CCOC(=O)c1ccc(-n2c(CCC(=O)O)ccc2-c2ccccc2)cc1O,x,-22%,-9%
COc1cccc(Cn2c(=O)c(-c3cccs3)nc3cnc(Nc4ccccc4)nc32)c1,-3%,7%,x
